S1P4 antag: antagonists of human S1P4 receptor | AID 1510 | 220,000 tested, 0.26% active | O95977 | inhibition, % at 4.98 µM | S1P4-expressing cells, antagonist mode, reporter read-out; in the data active means inhibition above about 29%;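 further: 0% = wells stimulated with agonist and 100% = vehicle wells without agonist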
Target sequence (O95977 whole entry, looked up): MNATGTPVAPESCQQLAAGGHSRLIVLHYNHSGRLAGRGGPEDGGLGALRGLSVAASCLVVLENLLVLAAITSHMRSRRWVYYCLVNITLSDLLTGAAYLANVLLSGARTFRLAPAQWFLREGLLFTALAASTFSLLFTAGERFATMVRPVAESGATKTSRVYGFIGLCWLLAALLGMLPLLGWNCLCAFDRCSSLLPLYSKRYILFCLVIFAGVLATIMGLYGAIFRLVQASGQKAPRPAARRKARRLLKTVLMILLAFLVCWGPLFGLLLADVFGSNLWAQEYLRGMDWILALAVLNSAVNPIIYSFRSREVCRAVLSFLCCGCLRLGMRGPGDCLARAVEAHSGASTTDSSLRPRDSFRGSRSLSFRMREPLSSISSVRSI
zfTRPN1 agonist: agonists of zebrafish TRPN1 channel | 220,000 tested, 0.18% active | activation, % at 3 µM | HEK293 zebrafish TRPN1-YFP, Fluo-8 calcium fluorescence; 100% = response to 87 µM carbachol;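 active means activation above its plate's cutoff, the mean activation of test wells on that plate plus 3 SD, cut at about 19% in these data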;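 further: 0% = DMSO alone and 100% = 87 µM carbachol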
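System: zebrafish TRPN1-YFP in HEK293 cells / Dosing: 3 µM single point / Timing: dye loading 1 h at 37 °C, then 30 min room temperature / Signal: Fluo-8 calcium fluorescence, excitation 470-495 nm, emission 515-575 nm / Read-out basis: percent activation from peak over basal fluorescence ratio, control-normalized / Control set: high carbachol 87 µM, low DMSO alone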
EP2 mod: modulates human prostaglandin E2 receptor EP2 signaling; P43116; EP2-expressing cells, cAMP HTRF FRET, PGE2 co-stimulation; induction, % at 25 µM; 260,000 tested, 0.83% active; AID 940;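 active means compounds whose cAMP rise, as percent of the full-agonist control response, exceeds 60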;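 further: rat C6 glioma line stably carrying human EP2 under a CMV promoter; the protocol text gives 20 µM as final concentration; 100% = response of wells given 1 µM PGE2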
Target sequence (P43116 whole entry, looked up): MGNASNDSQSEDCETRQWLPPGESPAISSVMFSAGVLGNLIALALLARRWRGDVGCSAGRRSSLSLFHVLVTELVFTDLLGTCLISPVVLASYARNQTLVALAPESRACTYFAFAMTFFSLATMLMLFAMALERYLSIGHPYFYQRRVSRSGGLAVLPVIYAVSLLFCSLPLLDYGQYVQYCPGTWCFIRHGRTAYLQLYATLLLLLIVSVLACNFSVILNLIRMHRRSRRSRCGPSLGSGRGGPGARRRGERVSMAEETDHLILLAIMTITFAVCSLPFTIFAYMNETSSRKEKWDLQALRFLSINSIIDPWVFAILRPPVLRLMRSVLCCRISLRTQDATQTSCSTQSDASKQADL
Calpain2 inh: calpain II (pig) inhibition; purified calpain II, fluorogenic peptide substrate, 30 min; inhibition, % at 16 µM; 220,000 tested, 0.37% active;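 active means inhibition above about 50%, limit read from the data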
S1P4 ag: human S1P4 receptor agonism; S1P4-expressing cell line, agonist reporter assay; activation, % at 4.98 µM; 220,000 tested, 0.35% active; AID 1509; in the data active means activation above about 11%;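 further: 0% = DMSO vehicle and 100% = reference agonist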
PERK inh: human PERK inhibition, primary cell-based screen; Q9NZJ5; CHO PERK-DD fusion, SEAP luminescence translation reporter; inhibition, % at 5.6 µM; 220,000 tested, 0.17% active;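 active means inhibition above the mean inhibition of all tested compounds plus 3 SD, set separately per screening campaign, cut at about 2.9% in these data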;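 further: PERK kinase domain activated by AP20187 dimerizer at 100 nM; 0% = DMSO with dimerizer and 100% = rapamycin at 8.4 µM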
BaF3 parental: reduces parental Ba/F3 cell viability, JAK2V617F counter-screen; CellTiter-Glo ATP luminescence; inhibition, % at 5.6 µM; 220,000 tested, 1.1% active; AID 1486;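 active means inhibition above a per-campaign cutoff, the mean inhibition of all tested compounds plus 3 SD, cut at about 27% in these data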;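 further: 0% = DMSO wells and 100% = JAK Inhibitor I control wells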
TRPML3 agonist: activates the human TRPML3 channel | HEK293 TRPML3-YFP, Fluo-8 calcium fluorescence; 100% = the carbachol control signal | AID 1448 | activation, % at 3 µM | Q8TDD5 | 220,000 tested, 0.29% active;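 active means activation above its plate's cutoff, the mean activation of the plate's test wells plus 3 SD, cut at about 12% in these data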;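 further: 0% = DMSO only wells and 100% = carbachol wells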
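Material: HEK293 cells stably carrying human TRPML3-YFP; compound dosing: single dose, 3 µM final nominal compound, 0.3% DMSO final; incubation: 1-h 37 °C dye load, 5-s basal, 120-s post-compound reads; technique: Fluo-8 intracellular calcium fluorescence, excitation 470-495 nm, emission 515-575 nm; read-out basis: percent activation from peak-to-basal fluorescence ratio, scaled between DMSO and carbachol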
Ba/F3 V617F tox: loss of viability in JAK2V617F-driven Ba/F3 cells; AID 1446; 220,000 tested, 1.1% active; inhibition, % at 5.6 µM; Ba/F3 EpoR-JAK2V617F viability, ATP luminescence;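 active means inhibition above the campaign mean plus 3 SD over all tested compounds, cut at about 24% in these data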;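 further: cytokine-independent growth of Ba/F3 cells driven by EpoR plus mutant JAK2; 0% = DMSO-treated cells and 100% = JAK inhibitor I control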
* hit, by the source's call; & = joins results of further samples.

SMILES	S1P4 antag	zfTRPN1 agonist	EP2 mod	Calpain2 inh	S1P4 ag	PERK inh	BaF3 parental	TRPML3 agonist	Ba/F3 V617F tox
Cc1nnc(SCC(=O)N2N=C(c3ccc(Cl)cc3)CC2c2ccco2)[nH]c1=O (stereo not given)	6	-0.7	15	-9	-0.8	0.8	7	0.5	-1
CC(c1nccs1)N(C)c1nc2nonc2nc1N(C)C (stereo not given)	-17	2.2	30	-18	0.1	0.4	3	1.2	-2
CCOC(=O)Nc1ccc2nc3n(c(=O)c2c1)CCCCC3	-10	1.0	-15	-4	0.3	0.4	2	-0.1	-2
CCOC(=O)c1c(C)[nH]c(C(=O)COc2ccc3c(c2)OCO3)c1C	-19	2.3	-13	24	-0.8	-0.1	4	0.7	-2
CCCc1n[nH]c2c1/C(=N\O)CCC2	-16	0.1	29	12	-0.2	0.7	4	-0.1	0
O=C(NCCCN1CCOCC1)C(Sc1ccccc1)c1ccccc1 (stereo not given)	11	0.9	8	-37	2.1	0.3	2	0.8	0
COc1ccc2[nH]c(=O)c(CN(C(=O)c3cccnc3)c3ccccc3C)cc2c1	-3	1.6	6	7	0.3	-0.6	-1	-0.5	-1
CCOC(=O)c1c(C)oc2ccc(NS(=O)(=O)c3ccc(C(=O)O)cc3)cc12	-8	-0.8	-24&1	-11	0.7	0.3	4	-0.2	-1
COc1ccc(NC(=O)C2(c3ccc(NC(=O)c4ccc(OC)c(OC)c4)cc3)CCCC2)cc1	-3	1.2	14	3	-0.6	1.2	2	1.3	-6
COc1cc(/C=N/NC(=O)CCC(=O)NCc2ccccc2)cc(OC)c1OC	-19	0.4	-15	9	-1.4	-0.1	1	0.3	-4
Cc1ccc(OC(=O)CCN2C(=O)c3ccccc3C2=O)cc1C	-16	-1.2	12	-4	0.1	1.1	12	-0.2	6
COc1cc(OC)c(-c2cc(C(=O)O)ccc2OC)c(OC)c1	-3	0.4	13	4	-1.3	1.1	5	0.5	-1
Cc1ccc(C(=O)Oc2ccccc2N2C(=O)C3CCC(C)CC3C2=O)cc1 (stereo not given)	-11	0.0	38	-5	-0.6	-0.8	2	2.6	0
O=C(c1ccc(Cl)c(Cl)c1)c1cc(-c2ccccn2)c(N2CCOCC2)s1	5	-0.9	17	13	0.1	-0.5	5	-0.2	4
CC(C)NC(=O)c1ccccc1NC(=O)Cc1ccc(Cl)cc1	-3	1.2	-18	16	-0.3	-0.7	3	-1.1	3
O=C(c1cc(COc2ccc(F)cc2Cl)on1)N1CCc2ccccc2C1	0	-0.1	-33	-25	0.6	0.6	2	0.8	-2
CCOC(=O)Nc1ccc(S(=O)(=O)Nc2cc(C)nc(C)n2)cc1	-7	-0.9	15	18	2.0	-0.1	3	0.3	4
Cn1c(=O)[nH]c(=O)c2c1nc(CN1CCN(c3ccc(F)cc3)CC1)n2CCCc1ccccc1	-2	-0.7	36	8	0.3	-0.8	0	-0.3	-1
CCOC(=O)CSC1=C(C#N)C(=O)NC2(CCCCC2)S1	0	-0.1	0	1	-3.0	1.9	3	0.8	-2
COc1cc2c(cc1NC(=O)C(C)NCc1ccccc1)oc1ccccc12 (stereo not given)	-1	-0.1	19	3	-1.8	0.3	7	-0.1	1
Cc1sc2ncnc(NCC3COc4ccccc4O3)c2c1C (stereo not given)	-16	8.5	0	11	-2.7	-0.4	73*	2.5	53*
CCOC(=O)c1ccc(NC(=O)C(CC)CC)cc1	-11	-0.5	-10	3	0.1	-0.3	-1	-0.5	-5
Cc1noc(NS(=O)(=O)c2ccc(NC(=O)CSc3nc4c(cc3C#N)CCCC4)cc2)c1C	-20	1.1	9	-43	1.4	0.7	3	0.1	-4
O=C(O)c1ccc(-n2cccc2/C=C2/NC(=O)N(c3cccc(Cl)c3)C2=O)cc1	13	0.8	-8	-113	-1.2	1.2	9	0.0	-1

Record cards, as listed above. Values in the order: S1P4 antag | zfTRPN1 agonist | EP2 mod | Calpain2 inh | S1P4 ag | PERK inh | BaF3 parental | TRPML3 agonist | Ba/F3 V617F tox
Listed for COc1cc2c(cc1NC(=O)C(C)NCc1ccccc1)oc1ccccc12 (stereo not given) : -1 | -0.1 | 19 | 3 | -1.8 | 0.3 | 7 | -0.1 | 1
Listed for O=C(O)c1ccc(-n2cccc2/C=C2/NC(=O)N(c3cccc(Cl)c3)C2=O)cc1 : 13 | 0.8 | -8 | -113 | -1.2 | 1.2 | 9 | 0.0 | -1

The results go on:
SMILES	S1P4 antag	zfTRPN1 agonist	EP2 mod	Calpain2 inh	S1P4 ag	PERK inh	BaF3 parental	TRPML3 agonist	Ba/F3 V617F tox
Cc1ccc(NC(=O)c2cc(-c3ccc(C)o3)nc3ccccc23)cc1	2	0.2	33	-67	-0.7	-0.4	0	-0.1	0
CCCn1c(CCc2ccccc2)nnc1SCC(=O)N1CCCC1	14	0.3	-6	19	-1.4	-0.6	3	0.1	2
CC(=O)Nc1ccc(S(=O)(=O)N2CCSC2c2ccc(C)cc2)cc1 (stereo not given)	-19	3.8	-26&-36	-44	1.0	0.3	8	0.2	1
Cc1cccc(NC(=S)NCCc2ccc(F)cc2)c1C	0	-1.6	-33	30	0.1	0.2	2	-0.5	5
C[C@]12CCC(=O)C=C1CC[C@@H]1[C@@H]2[C@@H](O)C[C@@]2(C)[C@H]1CC[C@]2(O)C(=O)COC(=O)CCC(=O)O	-14&-13	0.1&-0.3	33&41&1	9&-20	0.5&-0.1	2.7&1.4	2&-3	1.1&1.1	11&8
Cc1ccccc1Nc1nc(-c2ccccc2)c(C(=O)Nc2cccnc2)s1	-9	1.1	3	-64	-1.5	-0.5	6	0.2	-3
O=C(Nc1ccccc1C(F)(F)F)c1ncn[nH]1	-4	0.1	-5	-22	-0.9	0.2	-6	0.6	3
COC(=NC(C)C)NC(C)C	6	0.8	6	-8	2.2	0.6	-1	0.9	-3
Cc1cccc(N2C(=O)CC(N3CCN(c4ccccc4)CC3)C2=O)c1 (stereo not given)	-9	0.2	-7	15	0.8	-0.3	3	0.9	3
COc1cc(NC(=O)COc2cccc(OC)c2)cc(OC)c1	15	0.3	-13	17	0.8	-0.8	4	0.1	-1
COc1ccccc1/C=C/C(=O)/C=C/c1ccccc1O	8	1.9	-22	-22	-0.3	0.6	-3	0.8	-5
O=C(c1ccc(COc2c(F)c(F)c(F)c(F)c2F)o1)N1CCN(Cc2ccc3c(c2)OCO3)CC1	-7	-1.9	28	5	1.6	-1.1	0	-0.6	-2
Cc1scc(C(=O)N/N=C/c2ccco2)c1C	-11	1.0	-7	30	-1.1	0.5	-2	0.7	-1
O=C(C1=C[C@@H](C2CCCCC2)C[C@@H](OCc2ccc(CO)cc2)O1)N1CCOCC1	-2	1.5	-6	-6	0.5	0.5	-1	0.9	-1
CC(NC(=O)Cc1cccs1)c1ccncc1 (stereo not given)	-8	-1.1	18	-10	2.7	1.0	2	0.4	-2
Cc1ccc2cc(C(c3nnnn3C(C)(C)C)N3CCCCCC3)c(=O)[nH]c2c1 (stereo not given)	-11	0.1	-4	-135	-0.5	-0.2	1	0.2	0
CCOC(=O)Cc1c(C)nc(SC)[nH]c1=O	-10	0.6	24	-9	0.0	1.5	1	0.5	-2
O=C(Nc1ccccc1)N1CCn2c1nc1ccccc12	-14	0.1	-10	-21	-0.9	0.2	-1	0.3	-5
Cc1ccsc1C1C=C(c2cccc(Br)c2)Nc2ncnn21 (stereo not given)	14	0.1	-43	-140	0.4	-1.3	4	-0.5	5
COC(=O)NNC(=O)c1ccccc1OC	-8	0.6	-6	16	-0.2	1.1	2	0.6	2
CC/C(C)=N\NC(=O)CNC(=O)c1ccc(Cl)cc1Cl	-13	0.0	22	-8	0.2	0.4	4	0.7	1
COc1ccccc1/C=C/C1(C(=O)NC2CCCC2)CC(=O)N1c1ccccc1 (stereo not given)	-4	-1.1	26	-14	-0.5	0.4	0	-1.9	-2
O=C(NC12CC3CC(CC(C3)C1)C2)N1CC2Cc3cccc(=O)n3C(C2)C1 (stereo not given)	-8	1.9	20	16	-1.2	0.5	2	0.9	1
CCCn1nc(CC(=O)OCC)c2ccccc2c1=O	-3	-1.8	21	-12	-0.1	-1.1	-1	-0.7	-2
CCOC(=O)CN1N=C(/C=C/c2ccc(OCC)cc2)CCC1=O	-9	0.4	-4	39	-0.2	-0.4	-4	0.8	-1
CCN(CC(=O)NCc1cccs1)C(=O)c1cccc(S(=O)(=O)N2CCc3ccccc32)c1	-13	-1.7	-40	-18	-0.7	-0.1	0	-0.6	2
CCCN(CCC)C(=O)Cn1c(=O)n(CCCC(=O)NCc2ccco2)c(=O)c2sccc21	-4	-0.1	28	-13	-0.6	0.8	5	1.1	2
OCC1(CCCc2ccccc2)CCN(Cc2cnc(N3CCOCC3)s2)CC1	-9	6.3	-7	-3	-0.3	0.2	64*	4.1	-2
Oc1c(C=NCc2ccccc2)sc2ccccc12	17	-2.8	-41	-30	1.4	0.0	4	0.2	-2
COc1cccc(CC2(CO)CCN(Cc3ccc4cccc(F)c4n3)CC2)c1	4	0.2	-48	20	-0.4	1.0	7	0.9	3
CCC(=O)Nc1ccc(C(=O)CSc2nnc(-c3ccccc3F)n2C2CC2)cc1	-17	1.5	-3	-67	-0.5	-0.6	4	-0.7	-5
Clc1ccc(Oc2cnc3ccccc3n2)cc1	-11	0.0	32	-3	-0.7	1.0	5	0.4	0
O=C(O)C1Cc2ccccc2CN1C(=O)COc1ccc(Cl)cc1 (stereo not given)	-18	-2.9	25	-26	0.2	1.0	1	0.2	0
Cc1nc2nc(Cc3ccccc3)[nH]n2c(=O)c1Cl	-21	-0.5	39	18	-1.8	-0.1	1	0.8	0
CN(C)C(=O)COn1c(SCC(=O)N(C)C)nc2ccccc2c1=O	0	0.3	21	-18	0.4	1.4	6	-0.4	5
O=C1N/C(=C/c2cccn2-c2ccccc2)C(=O)N1Cc1ccc(F)cc1	-37	-1.7	-12	-14	0.9	-0.6	0	0.5	2
O=C(c1cccc(C(F)(F)F)c1)C1CCCN(Cc2cccn2-c2ncccn2)C1 (stereo not given)	6	-0.4	-26	-5	0.4	-0.6	2	1.2	6
Nc1nc(SCC(=O)NCCC(c2ccccc2)c2ccccc2)n[nH]1	-1	2.6	20	1	2.4	-0.1	3	0.5	-3
O=C(O)C1CC(=O)N(CCOc2ccccc2)C1 (stereo not given)	-4	1.9	11	-39	0.8	0.6	1	0.5	1
C=CCn1c(SCC(=O)Nc2ncc(Cc3cc(Cl)ccc3Cl)s2)nnc1-c1ccncc1	4	1.4	29	6	0.5	0.4	-3	-0.4	-3
CCCC(=O)N1CCN(c2ccc(NC(=S)NC(=O)c3cccc(C)c3)cc2)CC1	-8	3.1	-52	24	1.6	1.8	3	1.0	1
Oc1cccc2ccc(/C=C/c3c(F)cccc3Cl)nc12	-5	1.2	1	-20	0.0	-1.2	2	0.5	-1
Cc1cc(Cl)nc2ccc(Cc3ccc4nc(Cl)cc(C)c4c3)cc12	4	0.5	-13&-10	-44	1.5	0.1	-6	0.5	-2
COc1ccc(C(C)=O)cc1CN1C(=O)NC2(CCCCC2)C1=O	-8	-0.7	11	27	-2.6	-1.7	2	0.3	-3
CCOc1ccc(NC(=O)c2cc(SC)ccc2Cl)cc1	-22	-0.7	-3	6	0.1	0.2	6	0.0	0
CC1(C)CC(=O)CC(C)(C)N1OC(=O)c1ccccn1	5	-0.5	35	-2	0.5	1.3	4	0.3	-3
